Screening data deposited in PubChem BioAssay by several laboratories.
AddAB inh: growth inhibition of E. coli expressing H. pylori AddAB, primary screen, AddAB inhibitor project, absorbance; 330,000 tested, 0.29% active; AID 435030, 2010; inhibition, % at 11.9 µM; in the data active = inhibition above about 12%;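 note: 0% = vehicle wells of infected cells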
Pemphigus Ab inh: inhibitors of pemphigus antibody binding to DSG3, primary screen, biochemical, bead-based, flow cytometry, scFv-GFP | binding (percent of control), % at 10 µM | DSG3-coupled beads, scFv-anti-DSG3-GFP binding; hits give low values | Desmoglein-3 (Homo sapiens), P32926 | 310,000 tested, 0.48% active;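 active = binding more than 3 SD below its plate's average and above zero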;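 note: hits lower antibody fragment binding to DSG3; some compounds called inactive have numbers as strong as hits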
Target sequence (P32926 whole entry, looked up, the tested form may be a part): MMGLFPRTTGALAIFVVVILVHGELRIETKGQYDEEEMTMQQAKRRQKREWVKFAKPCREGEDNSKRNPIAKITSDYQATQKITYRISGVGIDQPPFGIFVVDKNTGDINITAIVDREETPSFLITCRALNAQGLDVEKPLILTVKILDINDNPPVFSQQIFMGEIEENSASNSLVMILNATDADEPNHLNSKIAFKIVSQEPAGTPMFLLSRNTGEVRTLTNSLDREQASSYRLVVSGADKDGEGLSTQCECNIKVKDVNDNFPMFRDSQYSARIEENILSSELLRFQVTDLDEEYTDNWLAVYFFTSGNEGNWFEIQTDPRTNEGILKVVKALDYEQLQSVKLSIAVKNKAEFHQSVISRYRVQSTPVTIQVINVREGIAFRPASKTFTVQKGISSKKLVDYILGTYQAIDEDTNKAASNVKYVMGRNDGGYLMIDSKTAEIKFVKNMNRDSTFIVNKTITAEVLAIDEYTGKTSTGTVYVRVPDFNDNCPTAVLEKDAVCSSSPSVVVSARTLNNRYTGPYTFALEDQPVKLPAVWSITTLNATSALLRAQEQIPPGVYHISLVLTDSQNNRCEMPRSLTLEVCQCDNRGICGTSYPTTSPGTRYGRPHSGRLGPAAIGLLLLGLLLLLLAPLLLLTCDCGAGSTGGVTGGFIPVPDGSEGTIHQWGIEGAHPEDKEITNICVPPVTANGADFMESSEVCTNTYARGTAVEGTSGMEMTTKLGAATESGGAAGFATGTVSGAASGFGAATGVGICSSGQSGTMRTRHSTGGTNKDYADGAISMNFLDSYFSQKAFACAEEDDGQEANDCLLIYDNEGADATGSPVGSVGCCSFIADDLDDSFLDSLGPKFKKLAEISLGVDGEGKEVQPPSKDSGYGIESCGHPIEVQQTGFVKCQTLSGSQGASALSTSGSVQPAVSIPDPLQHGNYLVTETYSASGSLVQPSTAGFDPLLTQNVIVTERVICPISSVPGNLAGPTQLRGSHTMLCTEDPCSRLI
PfHsp90 yeast 2: growth inhibition of PfHsp90-expressing yeast, primary screen, antimalarial PfHsp90 inhibitor project, S. cerevisiae, BacTiter-Glo luminescence, single point, set 2; BacTiter-Glo ATP, 48 h; yeast lacking PDR1 and PDR3 efflux regulators; inhibition, % at 9.4 µM; 310,000 tested, 0.32% active;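 active = every replicate shows inhibition above about 80%, whatever the replicate mean, limit read from the data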;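 note: 0% = DMSO neutral controls and 100% = 20 µM radicicol positive controls; yeast relying on Plasmodium falciparum Hsp90 in place of its own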
Tat export inh: E. coli Tat export inhibitors, primary screen, MC4100, TorA-mCherry reporter, fluorescence, single point; inhibition, % at 10 µM; 340,000 tested, 0.036% active; AID 488895, 2010;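 active = mean replicate inhibition at least 50% and at least half of replicates individually reaching 50%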;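 note: exported cargo escapes ClpAP degradation while cytoplasmic cargo is degraded and loses fluorescence; 0% = median of neutral control wells and 100% = median of NaSCN control wells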
OPRM1-OPRD1 ag: agonists of OPRM1-OPRD1 heterodimerization, primary screen, cell-based, luminescence; activation, % at 9.3 µM; Mu-type opioid receptor (Homo sapiens) + Delta-type opioid receptor (Homo sapiens), …; cells; 340,000 tested, 0.3% active; in the data active = activation above about 18%;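 note: 0% = vehicle-treated cells and 100% = reference agonist; values of inactives mirror those of a sister screen read the other way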
Arr AP2 block: inhibitors of beta-arrestin/AP2 binding, primary screen, biochemical, GPCR trafficking, flow cytometry | beta-arrestin 1 C-terminal peptide binding to AP2 beta2-adaptin appendage (human) | AID 504490, 2011 | FITC-arrestin peptide / GST-AP2 beads; AP2 beta2 appendage carries R879A mutation | inhibition, % at 10 µM | 340,000 tested, 0.31% active;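 active = inhibition above a set limit, near 3 SD of compounds lacking own fluorescence, cut at about 54% in these data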;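 note: plate controls were DMSO wells for no effect and 5 µM unlabelled arrestin peptide for full effect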
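Assay system: GST-AP2 R879A bound to glutathione beads, E. coli-expressed; Medium: PBS with 0.05% Tween 20 and 0.1% BSA; Also added: fluorescein-tagged arrestin peptide at 50 nM final; Timing: 12 min plus 1 h, RT; Measured by: flow cytometry, FL1 (488/535 nm); Evaluation: percent drop in bead-associated FITC signal.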
PKA-R1A act: activators of PKA-R1A holoenzyme, primary screen, biochemical, fluorescence polarization, Cy5-IP20, bovine R1A, mouse PKAc. activation, % at 11.4 µM. AID 504707, 2011. 340,000 tested, 0.083% active. PKA-R1A dissociation; scaled: DMSO 0%, 113 µM cGMP 100%;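 active = percent activation above the mean of all tested compounds plus 3 SD, cut at about 19% in these data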;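 note: higher means more PKAc released from R1A so a rise in polarization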
OPRM1-OPRD1 inv: inverse agonists of MOR-DOR heterodimerization, primary screen, cell-based, luminescence. Mu-type opioid receptor (Homo sapiens) + Delta-type opioid receptor (Homo sapiens), …. cell-based MOR-DOR heterodimer luminescence, inverse agonism. 340,000 tested, 0.21% active. inhibition, % at 9.3 µM; in the data active = inhibition above about 22%, passing the limit was not always enough;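 note: 0% = cells with DMSO and 100% = wells without cells with DMSO; values of inactives mirror those of a sister screen read the other way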
E coli growth: E. coli V3065 growth inhibition, primary screen, counter-screen for AddAB inhibitor project, absorbance, OD600. 18 h. 330,000 tested, 0.27% active. inhibition, % at 11.9 µM;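 active = inhibition above the campaign's mean inhibition across all tested compounds plus 3 SD, cut at about 9.9% in these data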;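 note: uninfected addAB+ strain grown without phage in ampicillin broth; 0% = DMSO wells and 100% = ciprofloxacin 0.95 µg/ml wells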
phage Ecoli inh: growth loss of phage-infected E. coli, primary screen, RecBCD inhibitor project, absorbance, with phage, HTS | inhibition, % at 11.9 µM | 360,000 tested, 0.26% active; in the data active = inhibition above about 11%
SUMO Mot1 rescue: yeast Mot1-301 growth rescue at high temperature, primary screen, SUMOylation pathway inhibitor project, S. cerevisiae, ATP luminescence, 38.5C. 320,000 tested, 1% active. AID 2716, 2010. S. cerevisiae Mot1-301 growth rescue; percent above DMSO median, 100 means doubled. growth rescue, % at 18.8 µM;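 active = every valid replicate shows activation above 250% relative to neutral control wells; inactive = the rest, any valid replicate at or below 250%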;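 note: OY570 slx delta 5 strain wells were the positive control but not used for scaling; some compounds called inactive have numbers as strong as hits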
Numbers without * were called inactive; · = not tested or not shown.

SMILES	AddAB inh	Pemphigus Ab inh	PfHsp90 yeast 2	Tat export inh	OPRM1-OPRD1 ag	Arr AP2 block	PKA-R1A act	OPRM1-OPRD1 inv	E coli growth	phage Ecoli inh	SUMO Mot1 rescue
O=C(COC(=O)c1ccc(Cl)c(S(=O)(=O)N2CCCCC2)c1)NCC1CCCCC1	0.3	106.2	26.9	11.7	-0.2	1.9	6.9	1.1	-1.6	-0.7	-1.7
CN(CC(=O)NCCc1ccccc1)S(=O)(=O)c1ccccc1	1.8	98.1	12.7	-11.3	-2.5	11.8	-5.7	11.4	-0.5	3.9	-8.3
O=[N+]([O-])c1ccc2nc(-c3ccccc3)oc2c1	1.4	65.8	-7.5	-1.2	1.8	10.8	3.8	-9.1	2.9	5.5	-0.7
CN(CC(=O)Nc1ccc2c(c1)OCCO2)S(=O)(=O)c1ccc(Br)s1	3.7	119.2	-8.9	3.6	-1.4	12.1	-3.9	6.6	1.6	1.9	2.6
C[C@H](NC(=O)c1cc2cc(Cl)ccc2n1C)C(=O)N1CCC[C@H]1C(=O)O	1.8	98.7	9.3	8.0	-1.1	-1.1	-12.4	5.8	-2.5	2.5	16.4
O=S(=O)(NCC(c1ccco1)N1CCN(c2ccccc2)CC1)c1ccc(F)cc1 (centres undefined)	2.1	128.2	33.2	-0.6	7.8	16.7	3.7	-41.9	3.3	4.6	4.9
Cc1cc(C)n2ncc(C(=O)O)c2n1	3.2	116.6	·	4.7	-1.0	6.9	-3.2	4.7	-0.8	3.0	·
COc1ccccc1C(=O)NNC(=O)C1CC=CCC1 (centres undefined)	2.8	101.6	2.7	2.8	-3.8	-9.8	-6.9	17.7	0.7	-0.2	-11.1
CC(C)(C)c1nnc2sc(SCC(=O)c3ccc(Cl)cc3)nn2c1=O	1.1	100.8	1.4	-16.4	-0.7	7.2	1.5	4.1	0.4	·	-12.9
CSc1ccccc1NC(=O)c1cccc(S(=O)(=O)N2CCN(C)CC2)c1	1.3	105.2	7.2	-7.3	-2.3	-7.6	0.4	11.9	-0.6	-2.0	-9.4
CC(=O)c1ccccc1OCC(O)Cn1ccnc1 (centres undefined)	-0.7	98.5	2.5	-1.1	-4.1	-10.2	-4.7	18.4	-1.7	2.1	-7.4
N#Cc1c(NCCN)nc(NCc2ccccc2)c2c1CCN(Cc1ccccc1)C2	·	94.3	0.8	18.5	-2.2	-4.8	-12.7	10.9	·	·	·
CCN(CC)S(=O)(=O)c1ccc(OC)c(NC(=O)CCS(=O)(=O)Cc2ccccc2)c1	2.5	·	-12.0	2.6	-4.3	0.9	-16.5	22.4	-0.3	2.3	-4.2
Cc1onc(C(=O)NN)c1-c1csc(COc2ccccc2)n1	1.3	·	20.8	6.7	-0.6	-2.5	10.5	3.1	-0.3	0.1	-4.4
Cc1cc(NC(=O)CSc2nnc(-c3ccccc3)c(-c3ccccc3)n2)no1	1.5	·	-4.1	5.7	1.0	1.4	-4.8	-4.7	-0.8	0.9	4.0
O=c1[nH]cnc2sc3c(c12)CCCC3	-1.6	98.0	-2.1	-1.7	0.1	-0.3	8.3	-0.4	-1.9	2.7	12.1
O=C1CSc2ccc(S(=O)(=O)CCC(=O)NC3CCCCC3)cc2N1	-2.4	94.9	-6.9	-2.7	-0.5	1.2	-2.3	2.3	-3.1	0.3	-11.3
Cc1ccc(S(=O)(=O)N(C)C)cc1NC(=O)c1cncc(Br)c1	0.5	111.5	3.2	-1.5	-1.9	13.2	1.3	10.2	0.5	5.1	-14.6
CC(OC(=O)c1ccccc1NCCO)C(=O)NC1CCCCC1C (centres undefined)	0.4	122.1	4.9	-1.4	-1.8	-9.9	5.4	10.1	-3.6	1.3	105.1
COc1ccc(/C(O)=C2/C(=O)C(=O)N(Cc3cccnc3)C2c2ccncc2)cc1F (centres undefined)	-1.9	99.6	-0.5	2.1	-0.8	3.1	-4.0	4.5	0.6	0.0	-6.1
CN(C)c1nc(N(C)C)n(C(=O)c2ccc(F)cc2)n1	0.3	99.7	-3.6	-3.6	-2.7	16.8	11.2	13.6	-0.2	2.7	8.3
CCc1cc2ccc(C)cc2nc1SCC(=O)Nc1c[nH]c(=O)[nH]c1=O	-0.2	93.8	32.8	-6.8	-2.1	38.6	12.9	11.0	1.7	4.3	·
O=C(c1ccccc1)N(Cc1ccccc1)Cc1ccccc1	4.1	101.6	4.6	-0.1	1.4	-18.2	-5.4	-7.0	-1.2	2.1	-1.5
COc1cccc(Nc2nc3ccccc3n2C(C)C)c1	-1.6	132.6	9.9	2.7	1.1	-10.9	-0.4	-6.2	0.5	3.0	8.6
Cn1c(NCc2cccs2)nc2ccccc21	0.8	97.7	7.6	-2.9	-0.7	-10.2	-9.0	3.6	-2.9	6.5	1.7
Cc1ccc(-c2ccc(/C=N/n3cnnc3)o2)cc1	2.8	113.4	5.3	12.2	-2.5	-26.4	-3.4	13.2	0.5	-1.6	504.7*
O=C(COC(=O)C1(c2ccc(Cl)cc2)CCCC1)N1CCc2ccccc21	1.9	97.1	-8.8	-3.2	2.3	-4.7	-9.9	-11.6	2.2	0.1	276.0
Cc1c(NC(=O)/C(C#N)=C\c2cccs2)c(=O)n(-c2ccccc2)n1C	3.7	94.9	-10.1	-14.6	-1.6	-5.3	-19.5	10.2	0.5	1.7	-1.9
O=C1c2ccccc2NC(c2cccc([N+](=O)[O-])c2)N1CCc1ccccc1 (centres undefined)	2.7	103.3	-9.6	5.7	-2.9	-7.1	-9.4	15.4	0.4	-1.2	-6.6
Cc1ccc(C(=O)OCC(=O)c2c(N)n(C)c(=O)n(C)c2=O)cc1S(=O)(=O)N1CCCCC1	1.8	89.5	-14.1	-0.4	-2.9	-0.7	0.7	17.8	1.1	2.1	8.9
CN(Cc1nc2ccccc2[nH]1)C(=O)C1CCC(=O)N(C2CCCC2)C1 (centres undefined)	4.3	112.2	-13.0	-5.4	-2.3	-3.1	1.7	13.4	-1.8	-1.4	388.6
O=C(CSc1nc(NS(=O)(=O)c2ccccc2)cc(=O)[nH]1)Nc1ccc(F)cc1	0.0	98.4	-47.0	-0.5	-0.9	-1.0	0.0	5.6	-0.1	0.3	-11.6
CC1CCCN(c2ccc(/C=C(\C#N)c3nn(-c4ccccc4)c(N)c3C#N)cc2[N+](=O)[O-])C1 (centres undefined)	-1.7	76.9	-10.6	-6.4	-5.2	-4.9	1.6	29.4*	-2.6	1.9	-12.5
O=C(COc1cc2oc(=O)cc(-c3ccccc3)c2cc1Cl)NCc1ccccn1	2.7	112.3	-14.6	2.0	-2.1	-71.0	-3.2	10.8	-2.1	2.6	2.0
CC(C)CC1(C)CNC(=O)NC1	·	120.6	-6.5	-0.4	-2.6	6.3	-9.2	13.4	·	-0.2	·
CCCNc1nc(C)cc(-c2cc(C(=O)NC3CCCC3)on2)n1	0.2	96.6	-1.4	3.3	-2.8	-2.4	-0.1	12.6	0.4	2.2	1.6
Cc1ccc(S(=O)(=O)NC2CCCC(C(=O)O)C2)cc1 (centres undefined)	0.1	87.2	-34.1	-4.1	-0.9	2.2	-9.8	5.2	1.4	2.8	-3.1
CCN(CC)c1ccc(/C=N/Nc2cccc(C)c2)c(O)c1	3.2	93.2	-14.3	-0.6	-1.6	4.2	-8.2	8.1	1.1	1.2	2.6
O=C1CN(C(=O)COC(=O)CCC(=O)c2ccc(F)cc2)c2ccccc2N1	1.3	108.9	-9.8	8.2	-1.8	32.5	-7.7	7.2	1.1	1.2	0.6
O=C(Cn1cnc2cc([N+](=O)[O-])ccc2c1=O)NCc1ccc(Cl)cc1	1.2	86.3	6.1	-5.9	4.5	4.8	5.1	-29.2	-1.6	4.4	8.9
COc1ccc(-c2noc(CN(C(=O)c3ccoc3C)C(C)C)n2)cc1	1.0	101.9	-3.9	1.2	-1.5	17.9	-1.7	7.9	2.5	-1.0	-5.7
O=C(O)CSc1nnc(NC(=O)CN2CCOCC2)s1	1.4	98.0	18.6	-5.5	-4.2	-1.0	-1.5	19.2	-0.5	1.6	-1.2
Cc1ccccc1-c1nc(CS(=O)(=O)CC(=O)Nc2cc(F)ccc2F)c(C)o1	2.0	100.0	-14.6	6.0	4.5	-1.1	0.5	-24.6	-2.5	1.8	-19.8
C=CCOc1ccc(CNCc2cccnc2)cc1OCC	-1.7	97.1	4.4	-0.4	-1.5	35.7	-5.2	7.1	-1.3	2.2	-4.6
CN(CC(=O)Nc1ccc(Cl)c(C(F)(F)F)c1)C(=O)C1CCN(C(=O)c2ccc(Cl)cc2)CC1	·	97.1	-10.5	6.4	1.6	-0.9	0.0	-6.1	·	0.1	·
Cc1cccc(N(Cc2ccccc2)C(=O)CN2C(=O)NC3(CCCC3)C2=O)c1	-2.5	99.1	0.1	-0.8	-3.9	29.5	-5.0	16.8	-1.4	-0.3	3.0
COCCn1c(SCC(=O)NCc2ccco2)nnc1-c1c[nH]c2ccccc12	-2.3	106.4	-18.9	-6.2	0.5	23.1	2.8	-3.0	-2.7	1.0	-3.0
Cc1c(Cl)cccc1NC(=O)c1cc(C2CC2)on1	0.9	102.6	-32.7	11.6	0.7	-12.6	7.4	-4.0	-0.2	3.9	9.5
COc1ccc(C(=O)Nc2ccc(Cl)c(S(=O)(=O)Nc3ccccc3OC)c2)cc1	4.5	105.8	-21.7	1.2	2.7	7.1	3.4	-12.3	-0.2	0.3	3.9
Cc1ccc(NCCC(=O)c2cccs2)cc1Cl	-1.0	·	14.1	3.1	2.7	9.5	9.0	-16.2	1.2	4.4	3.9
COc1ccc2c(c1)nc(SCC(C)O)n2C (centres undefined)	0.8	105.7	-8.6	12.1	0.3	1.6	-4.1	-1.8	-4.2	-0.1	-2.6
O=C(CNc1ccccc1)N/N=C/c1ccc2c(c1)OCCO2	1.2	98.3	10.5	-3.4	-1.6	21.4	0.8	9.4	-1.1	2.3	-10.5
Brc1ccc2ncc3ccccc3c2c1	·	94.2	3.8	-0.4	0.6	2.5	-5.1	-2.8	·	1.8	·
O=C(COC(=O)/C=C/c1ccc2c(c1)OCO2)Nc1ccc(S(=O)(=O)N2CCCC2)cc1	2.8	95.3	16.8	-2.3	-2.3	-2.9	-2.0	12.2	1.4	4.6	-0.9
O/N=C1\CCCc2ccc(Cl)cc21	-4.9	102.8	-29.7	-1.2	1.4	6.5	-1.2	-7.2	-2.3	3.7	-10.2
